# Bim-Bcl-2: inhibitors of Bim-Bcl-2 binding, primary screen, biochemical, multiplexed, human Bcl-2 family | inhibition, % at 10 µM | Bead-based flow cytometry, Bim peptide-Bcl-2 binding | AID 950, 2007 | Apoptosis regulator Bcl-2 (Homo sapiens), P10415 | 190,000 tested, 0.06% active; in the data active = inhibition above about 40%;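 also: 0% = no compound wells with probe peptide and 100% = reference peptide inhibitor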
# Bcl-B Bim block: inhibitors of Bim-Bcl-B binding, primary screen, biochemical, multiplexed, human Bcl-2 family; inhibition, % at 10 µM; bead-based flow cytometry, Bim peptide-Bcl-B binding; 190,000 tested, 0.073% active; Bcl-2-like protein 10 (Homo sapiens), Q9HD36;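 also: 0% = tracer peptide without compound and 100% = reference inhibitor peptide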
# Bcl-W Bim block: inhibitors of Bim binding to Bcl-W, primary screen, biochemical, multiplexed, bead-based flow cytometry; Bcl-2-like protein 2 (Homo sapiens), Q92843; Bim peptide-Bcl-W binding; inhibition, % at 10 µM; 190,000 tested, 0.02% active;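 also: 0% = bound tracer without compound and 100% = peptide blocker; higher means less fluorescent Bim peptide bound to Bcl-W beads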
# Target sequence (Q92843 whole entry, looked up): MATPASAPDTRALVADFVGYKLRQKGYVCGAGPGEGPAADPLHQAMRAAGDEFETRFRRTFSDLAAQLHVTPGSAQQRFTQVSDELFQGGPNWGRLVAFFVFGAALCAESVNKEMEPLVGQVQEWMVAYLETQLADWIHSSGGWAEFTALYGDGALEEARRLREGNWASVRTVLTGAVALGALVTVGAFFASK
# Bcl-XL Bim block: inhibitors of Bim-Bcl-XL binding, primary screen, biochemical, multiplexed, bead flow cytometry, human Bcl-XL; Bim peptide-Bcl-XL binding, fluorescence; inhibition, % at 10 µM; Bcl-2-like protein 1 (Homo sapiens), Q07817; 190,000 tested, 0.04% active
# RGS4-Gao reg: modulators of RGS4 binding to Galphao, primary screen, biochemical, multiplexed bead flow cytometry; actives lie on both sides; 220,000 tested, 0.33% active; binding response (% of control), % at 10 µM; Guanine nucleotide-binding protein G(o) subunit alpha (Homo sapiens), P09471; in the data active = binding response below about 49% or above about 150%; inactive = in between;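 also: fluorescent Galphao activated with aluminum fluoride binding bead-coupled RGS4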
# Target sequence (P09471 whole entry, looked up): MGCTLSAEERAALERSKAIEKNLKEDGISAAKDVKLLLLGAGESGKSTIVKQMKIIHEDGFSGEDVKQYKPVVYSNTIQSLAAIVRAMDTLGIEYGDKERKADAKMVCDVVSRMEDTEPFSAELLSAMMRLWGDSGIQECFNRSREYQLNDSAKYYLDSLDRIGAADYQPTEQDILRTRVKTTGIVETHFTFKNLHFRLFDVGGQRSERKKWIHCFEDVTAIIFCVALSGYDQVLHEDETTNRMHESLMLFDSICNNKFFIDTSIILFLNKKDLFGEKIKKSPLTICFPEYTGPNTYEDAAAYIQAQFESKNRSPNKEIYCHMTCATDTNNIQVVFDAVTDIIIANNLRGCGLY
# Avidin fluor: green autofluorescence of compounds with avidin beads – biophysical, 488/530 nm, flow cytometry, artefact control, profiling panel. compound fluorescence 488/530 nm; active compounds read high. fluorescence (KMESF) at 10 µM. 220,000 tested, 0.38% active. AID 1775, 2009; in the data active = fluorescence above about 47; also: inactives centre near 10
# RGS7-Gao reg: RGS7-Galphao binding modulators, primary screen, biochemical, multiplexed bead flow cytometry; Guanine nucleotide-binding protein G(o) subunit alpha (Homo sapiens), P09471; actives lie on both sides; binding response (% of control), % at 10 µM; 220,000 tested, 0.35% active; in the data active = binding response below about 49% or above about 150%;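 also: fluorescent Galphao held in activated GDP-AlF4 state binding bead-coupled RGS7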
# ABCG2 inh: ABCG2 efflux pump inhibitors, primary screen, multiplex with ABCB1, IgMXP3 cells, flow cytometry; 190,000 tested, 0.1% active; JC-1 efflux; AID 1325, 2008; inhibition, % at 6.6 µM;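 active = inhibition above 80%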;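 also: 0% = DMSO and 100% = nicardipine control wells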
#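 Test system: IgMXP3 cells (ABCG2) mixed with DDAO far-red-labelled CCRF-Adr cells (ABCB1). Reagent: JC-1 transporter substrate. Compound dosing: single test compound dose, 6.6 µM final. Times: 10 min compound exposure, 25 °C. Detection: flow cytometry of retained JC-1 fluorescence. Read-out basis: efflux inhibition in percent versus controls. Controls: nicardipine and DMSO wells.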
# GSH bead fluor: compound fluorescence on glutathione beads, profiling panel, artefact control, biophysical, 488/530 nm, flow cytometry. GSH beads flow cytometry, compound fluorescence 488/530 nm; active compounds read high. fluorescence (KMESF) at 10 µM. 190,000 tested, 0.25% active. AID 1776, 2009; in the data active = fluorescence above about 89;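 also: glutathione beads carrying GST-tagged Bcl family fusion proteins plus one bare bead set; values are compound well signal with DMSO vehicle wells as background; inactives centre near 16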
# ABCB1 block: ABCB1 efflux pump inhibitors, primary screen, cell-based, multiplex, flow cytometry, ABCG2 counter-screen. inhibition, % at 6.6 µM. CCRF-Adr cells, JC-1 efflux. ATP-dependent translocase ABCB1 (Homo sapiens), P08183. 190,000 tested, 0.067% active; in the data active = inhibition above about 40%;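 also: 0% = vehicle and 100% = reference inhibitor; higher value means more JC-1 retained so stronger ABCB1 efflux block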
# Bim-Bfl-1: inhibitors of Bim binding to Bfl-1, primary screen, biochemical, multiplexed, bead-based flow cytometry. Bim-Bfl-1 binding inhibition. inhibition, % at 10 µM. 190,000 tested, 0.12% active. AID 1008, 2008;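 also: 0% = wells without compound plus tracer and 100% = blocker peptide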
# * = called active by the depositor. Rule as the data show it, unless noted: active = inhibition above about 40%. These rows are one share of the data; the hit share may differ from the screen's.
SMILES,Bim-Bcl-2,Bcl-B Bim block,Bcl-W Bim block,Bcl-XL Bim block,RGS4-Gao reg,Avidin fluor,RGS7-Gao reg,ABCG2 inh,GSH bead fluor,ABCB1 block,Bim-Bfl-1
CC(C)CNC(=O)c1c(N)n(Cc2ccco2)c2nc3ccccc3nc12,-2,-4,3,0,101,38,102,4,24,-0.2,-11
CC(C)(C)C(=O)c1cn(CC(=O)NCc2ccco2)c2ccccc12,-6,-5,1,-3,96,5,91,2,23,0.5,-11
COc1ccc(CCNCc2sccc2C)cc1OC,1,-3,0,-3,102,3,106,-2,10,1.0,-2
CCN(C(=O)CN1CC=C(c2ccccc2)CC1)c1c(N)n(Cc2ccccc2)c(=O)[nH]c1=O,0,0,0,0,104,12,103,3,18,0.3,-2
CC(=O)Nc1ccccc1C(=O)OCc1ccccc1F,-2,-4,1,-3,99,8,91,3,14,0.0,-4
c1cnc(N2CCNCC2)nc1,-1,-4,-2,-2,115,12,118,-1,14,0.4,-3
CN1C(=O)C(=Cc2ccc(N3CCOCC3)o2)C(=O)N(C)C1=O,-4,-2,-2,-3,102,18,98,8,16,0.5,-7
Nc1c2c(nc3sc4c(c13)CCCCC4)CCCC2,-6,-7,-2,-9,102,3,104,-1,10,-0.3,-1
CN1CCc2nc3sc(C#N)c(N)c3c(-c3cccs3)c2C1,-2,0,1,0,94,13,96,1,20,0.4,0
CCC(=NCCO)c1c(O)n(-c2ccccc2)c(=O)[nH]c1=O,-7,-2,-5,-3,100,8,99,0,15,-0.1,-4
C=CCN(CC=C)Cc1c[nH]c2ccccc12,-6,-8,4,0,95,9,98,-9,10,-3.0,-7
CN1CCc2c(C#N)c(Cl)nc(Cl)c2C1,0,5,-2,-3,98,10,95,3,18,0.1,-3
Cc1ccc(Sc2ccc(C=C3C(=O)N(C)C(=O)N(C)C3=O)o2)cc1,2,1,0,0,94,7,87,-6,9,-2.9,7
c1ccc2c(c1)CC1CNCc3cccc(c31)S2 (stereo unspecified),-9,-14,-5,-12,96,1,100,0,10,0.3,-3
COc1ccccc1N1CCN(Cc2ccccc2F)CC1,-7,-2,2,0,103,3,103,0,40,0.1,-7
CCOC(=O)c1ccc2c(c1)n(Cc1ccccc1)c(C)[n+]2CC,3,9,-4,-1,98,5,100,4,10,1.0,0
CC(C)(C)NC(=O)C1CC2CCCCC2CN1 (stereo unspecified),-5,-5,-10,-2,100,12,101,1,16,0.2,-8

# Limited to Bcl-W Bim block, Bim-Bfl-1 and RGS4-Gao reg, for 5 of the compounds above:
structure	Bcl-W Bim block	Bim-Bfl-1	RGS4-Gao reg
CC(C)CNC(=O)c1c(N)n(Cc2ccco2)c2nc3ccccc3nc12	3	-11	101
CC(C)(C)C(=O)c1cn(CC(=O)NCc2ccco2)c2ccccc12	1	-11	96
COc1ccc(CCNCc2sccc2C)cc1OC	0	-2	102
CCN(C(=O)CN1CC=C(c2ccccc2)CC1)c1c(N)n(Cc2ccccc2)c(=O)[nH]c1=O	0	-2	104
CC(=O)Nc1ccccc1C(=O)OCc1ccccc1F	1	-4	99

# 2 entries from above, reformatted.
Molecule	Bim-Bcl-2	Bcl-B Bim block	Bcl-W Bim block	Bcl-XL Bim block	RGS4-Gao reg	Avidin fluor	RGS7-Gao reg	ABCG2 inh	GSH bead fluor	ABCB1 block	Bim-Bfl-1
Nc1c2c(nc3sc4c(c13)CCCCC4)CCCC2	-6	-7	-2	-9	102	3	104	-1	10	-0.3	-1
Cc1ccc(Sc2ccc(C=C3C(=O)N(C)C(=O)N(C)C3=O)o2)cc1	2	1	0	0	94	7	87	-6	9	-2.9	7

# Bioassay records: PubChem, NMMLSC
